Source: PubChem BioAssay
E coli Lon inh = E. coli protease La inhibition; actives 0.42% (n = 360,000); purified E. coli Lon protease, fluorescence polarization; inhibition, % at 7.94 µM; P0A9M0; AID 602123; in the data active = inhibition above about 13%, passing the limit was not always enough;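 note: 0% = enzyme with probe and DMSO and 100% = no enzyme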
FAS-TE inh = blocks the thioesterase domain of human fatty acid synthase; P49327; recombinant FAS-TE, OMFH fluorogenic substrate, fluorescence endpoint; inhibition, % at 15 µM; actives 0.67% (n = 360,000);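 active = compounds whose normalised, plate-corrected inhibition of enzyme fluorescence in the single-dose primary screen is 50% or more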;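 note: 0% = DMSO with enzyme and 100% = substrate without enzyme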
Rpn11 inh = Rpn11 (human) deubiquitinase inhibition | O00487 | human 26S proteasome, Ub4-pepOG fluorescence polarization; 20S core pre-blocked with epoxomicin | calls only at 20 µM | actives 0.59% (n = 360,000);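 active = inhibition at 20 µM, scaled to each plate's controls, above about 33%, limit read from the data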
MsrA inh = inhibitors of bovine MsrA; AID 651718; actives 0.75% (n = 360,000); inhibition, % at 15.5 µM; purified bovine MsrA, absorbance read-out; in the data active = inhibition above about 4.5%;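 note: 0% = vehicle wells with enzyme and 100% = reference inhibitor wells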
MT1-MMP act inh = blocks activation of human MT1-MMP; actives 0.061% (n = 360,000); HT1080 RFP-PRO-GFP cells, GFP/RFP ratio fluorescence, overnight; percent of plate control window, DMSO zero; AID 651647; P50281; GFP/RFP ratio change, % at 20 µM;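 active = GFP/RFP ratio change of at least 30% with cell ATP level not reduced by more than half and red fluorescence within 50% of control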; note: strong numbers were not always called active
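Test system: HT1080 RFP-PRO-GFP cells; Benchmarks: DMSO and RFP-L50D-GFP cell wells; Timing: cells overnight before dosing, compound overnight, 37 °C, 5% CO2; Compound: one 20 µM compound dose with 1% DMSO; Read-out: GFP/RFP fluorescence ratio.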
CSN deneddyl inh = inhibitors of human CSN-mediated cullin deneddylation; Q92905; Purified CSN, SCF-Nedd8-OG deneddylation, fluorescence polarization; inhibition, % at 12.5 µM; actives 0.38% (n = 360,000); AID 651999;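 active = pattern-corrected inhibition above about 35%, with an unprinted fluorescence ratio check between 0.5 and 1.5, limit read from the data, passing the limit was not always enough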;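 note: 0% = enzyme with substrate and 100% = substrate without enzyme; some results filed as inactive read as strong as hits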
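Test system: Human Csn5 produced in HEK293T cells | Compound: 12.5 µM single point | Times: 90 min, room temperature | Signal: Fluorescence polarization readout | Read-out basis: % inhibition of substrate cleavage by Csn5 | Controls: no-enzyme wells high, enzyme-with-substrate wells low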
PABP1 MLLE inh = inhibitors of microRNA-mediated deadenylation, human PABP1 MLLE binding; P11940; GST-MLLE / FITC-PAM2 fluorescence polarization; inhibition, % at 20 µM; actives 0.36% (n = 360,000); AID 588489; in the data active = inhibition above about 35%, passing the limit was not always enough;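 note: plate controls were DMSO wells with GST-MLLE for no effect and wells lacking GST-MLLE protein for full effect; some results filed as inactive read as strong as hits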
Rin1 Abl inh = inhibitors of human Rin1-Abl protein interaction. TR-FRET Rin1/Abl binding, biochemical. inhibition, % at 7.35 µM. actives 0.4% (n = 360,000); in the data active = inhibition above about 5%, passing the limit was not always enough
MsrA act = activates bovine MsrA enzyme. actives 0.3% (n = 360,000). purified bovine MsrA, absorbance read-out. activation, % at 10.6 µM; in the data active = activation above about 7.5%;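 note: 0% = vehicle and 100% = reference activator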
* marks the source's active call; other numbers are inactive results; i = inactive; nt = not tested or not shown.

Values in the order – E coli Lon inh | FAS-TE inh | Rpn11 inh | MsrA inh | MT1-MMP act inh | CSN deneddyl inh | PABP1 MLLE inh | Rin1 Abl inh | MsrA act
1	CCc1nc(SCC(=O)Nc2ccc(F)cc2F)c2c(=O)n(C)c(=O)n(C)c2n1
  -10 | 1 | i | -0.8 | -2 | 3 | 7 | 2 | 0
2	O=C(O)c1cc2c(ncc3c(=O)n(-c4ccccc4)[nH]c32)s1
  3 | 2 | i | 2.7 | 2 | 1 | -8 | 0 | -3
3	COc1ccccc1-c1cc(C(=O)NC2CCN(C)CC2)c2ccc(Cl)c(C)c2n1
  1 | 9 | i | 0.8 | -2 | 6 | -8 | -1 | -1
4	O=C(NCC1COc2ccccc2O1)c1cn(Cc2ccc(F)cc2)nn1 (centres undefined)
  -9 | -7 | i | -0.1 | 0 | -1 | -1 | 3 | -10
5	CC(=O)c1coc2ccc(OCCN3CCCCC3)cc12
  9 | -7 | i | -0.5 | 5 | 3 | 8 | 1 | -10
6	COc1ccccc1NC(=O)CSc1nnc(-c2ccc(NC(C)=O)cc2)n1C
  -2 | -3 | i | 0.5 | 1 | 3 | -101 | 3 | -2
7	Cc1ccc(CNS(=O)(=O)c2ccc([N+](=O)[O-])cc2)cc1
  -1 | 12 | i | 1.3 | 3 | 7 | 1 | 2 | -2
8	Oc1ccc(Cl)cc1CNC1CCCCC1
  -5 | -6 | i | 1.7 | -2 | -2 | 10 | 1 | -9
9	Cc1ccc(F)cc1NC(=O)c1ccc(OCC2CCCO2)cc1 (centres undefined)
  -4 | -6 | i | 1.3 | 2 | 2 | -3 | -3 | -5
10	CC(=O)NC(Cc1ccc(O)cc1)C(=O)NN (centres undefined)
  14 | -3 | i | 0.0 | 2 | -3 | -1 | 1 | -1
11	O=C(CN1C(=O)c2ccccc2C1=O)Nc1ccccc1F
  7 | 2 | i | 2.6 | -2 | -2 | -14 | -5 | -3
12	CCn1ncc([C@@H]2C[C@H]3CN(Cc4ccccc4C)C(=O)[C@]34CCCN24)c1C
  -11 | -1 | i | -0.3 | -9 | 6 | -13 | 5 | -1
13	Cc1ccnn1CC(=O)N/N=C/c1cccs1
  -9 | -10 | i | 1.6 | 1 | 0 | 12 | -5 | -3
14	COc1ccccc1CN1CCNC(=O)C1CC(=O)N(C)C1CCOCC1 (centres undefined)
  0 | -8 | i | -0.3 | 0 | 4 | -1 | 3 | 1
15	Cc1cccc(C)c1NC(=O)C1(C)CCC(=O)N1C1CC1 (centres undefined)
  -7 | -11 | i | -0.1 | 5 | -2 | 3 | 1 | -2
16	COc1ccccc1N(C)S(=O)(=O)c1ccc(C(=O)NCC2CCCCC2)cc1
  -4 | 22 | i | -0.4 | 1 | 2 | 12 | 0 | -2
17	O=c1c2cc([N+](=O)[O-])ccc2nc2n1CCC2
  -8 | -1 | i | 2.9 | 0 | 0 | 8 | -3 | -10
18	CCOc1ccccc1NC(=S)NC1CCCCC1
  -2 | -4 | i | 1.7 | -7 | -18 | -11 | -1 | -2
19	CC(Oc1ccc(F)cc1)C(=O)Nc1nc(-c2ccccn2)cs1 (centres undefined)
  8 | 3 | i | -0.3 | 0 | 2 | -30 | -3 | -3
20	COC(=O)c1sccc1NC(=O)c1cc(OC)cc(OC)c1
  4 | 16 | i | -0.4 | 10 | 19 | 0 | -3 | 3

Next section
Values in the order – E coli Lon inh | FAS-TE inh | Rpn11 inh | MsrA inh | MT1-MMP act inh | CSN deneddyl inh | PABP1 MLLE inh | Rin1 Abl inh | MsrA act
21	COc1ccc(C(CNC(=O)c2ccc(OCc3ccccc3)cc2)N2CCOCC2)cc1 (centres undefined)
  -1 | 5 | i | 0.6 | 1 | -5 | 7 | -4 | -1
22	O=C(O)CN(C1CCCCC1)S(=O)(=O)c1ccc(F)cc1
  1 | -2 | i | 0.3 | -1 | 7 | 1 | -3 | -10
23	O=C(NCCCCc1ccccc1)c1cccc(NC(=O)C2CCCCC2)c1
  -2 | 13 | i | -1.0 | -3 | -8 | 9 | -1 | -2
24	O=C(Cn1nnc2ccccc2c1=O)N1CCOCC1
  -4 | -6 | i | -0.5 | -5 | 2 | 4 | -1 | -3
25	COc1cccc(NC(=O)Cc2ccc3ccccc3c2)c1
  14 | 10 | i | 0.4 | 13 | -2 | 2 | 3 | -11
26	CCc1nnc(NC=C2C(=O)OC(C)(C)OC2=O)s1
  -1 | -5 | i | -0.3 | 3 | 3 | 0 | 5 | -7
27	CC1=C(C(=O)OCc2ccccc2)C(c2ccccc2)NC(=O)N1CCCCCC(=O)O (centres undefined)
  -3 | -5 | i | 2.1 | 7 | -2 | 6 | 4 | 1
28	COc1ccc(CN(C)CC(=O)Nc2sc3c(c2C#N)CCC3)c(OC)c1
  -12 | 9 | i | 2.1 | 0 | -2 | -11 | -2 | -2
29	Cn1cc(CN2CCC(n3nccc3NC(=O)c3ccccc3Cl)CC2)cn1
  5 | -2 | i | 0.8 | 2 | 2 | 4 | -2 | 1
30	O=S(=O)(Cc1ccc(Cl)cc1)N1CCN(Cc2ccccc2)CC1
  9 | -4 | i | nt | 2 | -1 | 12 | -2 | -4
31	O=C(N[C@@H]1C[C@H]2CC[C@@H]1C2)c1ccco1
  -3 | -8 | i | 0.8 | 2 | -1 | -9 | 2 | -3
32	COc1c(OC(C)=O)ccc(/C=N\NC(=O)c2ccc(Br)cc2)c1[N+](=O)[O-]
  10 | 0 | i | 2.6 | 0 | -2 | 0 | -1 | -1
33	O=C(COc1cccc(F)c1)Nc1ccc2[nH]c(=O)[nH]c2c1
  -4 | -6 | i | 0.6 | -3 | 2 | -4 | 1 | -9
34	COCc1cc(C)nc(SCC(=O)Nc2ccc3c(c2)OCCO3)c1C#N
  -1 | 18 | i | 0.4 | 4 | -1 | 16 | -3 | 0
35	Cc1nn2c(COc3ccc(NC(=O)C(C)C)cc3)nnc2c2ccccc12
  4 | -2 | i | 0.3 | 1 | -7 | 4 | -1 | -3
36	CC(=O)c1c(C)[nH]c(C(=O)Nc2cc(S(=O)(=O)N(C)C)ccc2C)c1C
  3 | 4 | i | 0.9 | 2 | 1 | -15 | 2 | -2
37	CC(CN1CCOCC1)OC(=O)c1cccs1 (centres undefined)
  3 | -11 | i | -0.2 | 1 | -2 | 0 | 6 | -6
38	Cc1c(Cl)cccc1Nc1nc(NCCO)c2ccccc2n1
  0 | -2 | i | 0.7 | 6 | 4 | 0 | 4 | -1
39	CCC(=O)Nc1cc(SCCO)cc([N+](=O)[O-])c1
  -2 | -2 | i | -0.1 | -3 | -2 | 13 | 0 | -6
40	Cc1cc(C)c(CN2CCN(Cc3ccc(C)o3)C(CCO)C2)c(-n2cccn2)c1 (centres undefined)
  2 | -4 | i | -0.1 | -3 | 0 | -7 | 0 | -7

Additional entries
Values in the order – E coli Lon inh | FAS-TE inh | Rpn11 inh | MsrA inh | MT1-MMP act inh | CSN deneddyl inh | PABP1 MLLE inh | Rin1 Abl inh | MsrA act
41	CN(C)CCCNC(=O)c1cc(C(=O)c2cccc(Cl)c2Cl)c[nH]1
  1 | -4 | i | -0.2 | -1 | 1 | -3 | -1 | -5
42	COCCNC(=O)C(=O)N/N=C(\C)CC(=O)Nc1ccc2c(c1)OCO2
  -1 | -5 | i | 0.9 | 2 | -8 | 10 | 0 | -4
43	CC(C)CCNC(=O)Cc1ccc(Nc2nc(=S)[nH]c3ccccc23)cc1
  3 | -4 | i | 2.9 | 3 | -1 | 16 | 1 | 1
44	COc1ccc(C(=O)N/N=C(\C)CC(=O)NC2CCCCC2)c(OC)c1
  3 | -7 | i | -0.4 | 2 | 0 | 2 | 1 | -9
45	COc1ccc(NC(=O)CN2C(=O)NC(c3ccccc3)(c3ccccc3)C2=O)cc1OC
  7 | 11 | i | 0.2 | 0 | 4 | 1 | -2 | -11
46	CCC(=O)N1CCN(c2nc(CC)nc3sc4c(c23)CCCC4)CC1
  1 | 1 | i | 0.7 | -3 | 2 | 0 | 2 | -4
47	COCCCNC(=O)CCC(=O)NNc1nc2ccccc2c2nc(C)nn12
  -1 | -6 | i | 0.7 | -2 | 3 | 2 | -6 | -4
48	CC(=O)c1sc(NC(=O)c2cccc(N3C(=O)CCC3=O)c2)nc1-c1ccccc1
  -4 | -3 | i | -1.0 | -2 | 3 | -2 | -1 | -3
49	NS(=O)(=O)c1cccnc1Nc1cccc(C(F)(F)F)c1
  -5 | -2 | i | 0.5 | 0 | -7 | 0 | 0 | -16
50	CC(OC(=O)c1ccc(NC(=O)CC#N)cc1)C(=O)NCCC1=CCCCC1 (centres undefined)
  -6 | -1 | i | -1.0 | 3 | 2 | 11 | -2 | -8
51	CCCSc1cc(N2CCN(C)CC2)nc(-c2ccc(OC)cc2)n1
  3 | 2 | i | -0.9 | -5 | 12 | -1 | 0 | 0
52	Cc1ccsc1/C=C(\CC(=O)O)c1nc2ccccc2o1
  -13 | -4 | i | 4.6* | -4 | -1 | -7 | 4 | -8

Of the compounds above, twelve have an aryl methoxy group:
Values in the order – E coli Lon inh | FAS-TE inh | Rpn11 inh | MsrA inh | MT1-MMP act inh | CSN deneddyl inh | PABP1 MLLE inh | Rin1 Abl inh | MsrA act
3	COc1ccccc1-c1cc(C(=O)NC2CCN(C)CC2)c2ccc(Cl)c(C)c2n1
  1 | 9 | i | 0.8 | -2 | 6 | -8 | -1 | -1
6	COc1ccccc1NC(=O)CSc1nnc(-c2ccc(NC(C)=O)cc2)n1C
  -2 | -3 | i | 0.5 | 1 | 3 | -101 | 3 | -2
14	COc1ccccc1CN1CCNC(=O)C1CC(=O)N(C)C1CCOCC1 (centres undefined)
  0 | -8 | i | -0.3 | 0 | 4 | -1 | 3 | 1
16	COc1ccccc1N(C)S(=O)(=O)c1ccc(C(=O)NCC2CCCCC2)cc1
  -4 | 22 | i | -0.4 | 1 | 2 | 12 | 0 | -2
20	COC(=O)c1sccc1NC(=O)c1cc(OC)cc(OC)c1
  4 | 16 | i | -0.4 | 10 | 19 | 0 | -3 | 3
21	COc1ccc(C(CNC(=O)c2ccc(OCc3ccccc3)cc2)N2CCOCC2)cc1 (centres undefined)
  -1 | 5 | i | 0.6 | 1 | -5 | 7 | -4 | -1
25	COc1cccc(NC(=O)Cc2ccc3ccccc3c2)c1
  14 | 10 | i | 0.4 | 13 | -2 | 2 | 3 | -11
28	COc1ccc(CN(C)CC(=O)Nc2sc3c(c2C#N)CCC3)c(OC)c1
  -12 | 9 | i | 2.1 | 0 | -2 | -11 | -2 | -2
32	COc1c(OC(C)=O)ccc(/C=N\NC(=O)c2ccc(Br)cc2)c1[N+](=O)[O-]
  10 | 0 | i | 2.6 | 0 | -2 | 0 | -1 | -1
44	COc1ccc(C(=O)N/N=C(\C)CC(=O)NC2CCCCC2)c(OC)c1
  3 | -7 | i | -0.4 | 2 | 0 | 2 | 1 | -9
45	COc1ccc(NC(=O)CN2C(=O)NC(c3ccccc3)(c3ccccc3)C2=O)cc1OC
  7 | 11 | i | 0.2 | 0 | 4 | 1 | -2 | -11
51	CCCSc1cc(N2CCN(C)CC2)nc(-c2ccc(OC)cc2)n1
  3 | 2 | i | -0.9 | -5 | 12 | -1 | 0 | 0
